# ER stress rescue: rescue of cells from ER stress-induced death, primary screen, 384-well, CSM14.1, thapsigargin, ATP luminescence (AID 1222); CSM14.1 thapsigargin-induced death rescue, ATP luminescence; higher % means a stronger effect; one-dose cellular ATP content (survival), % at 20 µM; EC50 in µM for titrated hits; 190,000 tested, under 10 active;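 active = EC50 below 50 µM in the dose-response confirmation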;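 also: death triggered by thapsigargin at about 15 µM added after 2 h compound pretreatment; cell ATP read after overnight thapsigargin exposure of roughly 18 to 22 hours; normalized against plate controls of thapsigargin alone and 5% DMSO vehicle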
# PhoP inhibition: inhibitors of PhoP regulon expression, primary screen, Salmonella Typhimurium, GFP reporter (AID 1863) | S. Typhimurium PhoP-regulated promoter GFP reporter, 4 h; higher % means a stronger effect | inhibition, % at 50 µM; hits with a dose series show IC50 in µM | 0.16% of 300,000 active;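 active = inhibition over 29.93%, a cutoff 3 SD above the screen mean, later confirmed by dose response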;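 also: 0% = low Mg2+ inducing control and 100% = high Mg2+ repressing control; strong numbers were not always called active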
# Autophagy HCS: autophagy modulators in MEF cells, primary screen, imaging, high-content, MEF GFP-LC3; MEF GFP-LC3 puncta imaging; test concentration mostly 10 µM; calls only at 10 µM (by protocol); 0.98% of 190,000 active; AID 463193, 2010;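 active = percentage of spot-positive cells more than 3 SD above its plate mean, without a fluorescence outlier flag or 80% toxicity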;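 also: spot-positive cell cutoff set from DMSO-treated cells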
# T cell HTS: modulators of CD8 T cell-vesicle binding, primary screen, mouse 2C CD8+ T cells, flow cytometry | 0.068% of 330,000 active | AID 2052, 2009 | calls only at 7 µM | 2C CD8+ T cell-vesicle binding; hits give low values;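 active = response, share of CD8 T cells binding vesicles, and their 90th percentile fluorescence all below set limits, cut at about 80% in these data, passing the limit was not always enough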
#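 Also added: QL9-peptide-loaded Drosophila micro-vesicles bearing Ld, ICAM-1 and B7-1; Test system: purified 2C TCR transgenic mouse naive CD8+ T cells; Measured by: cytometric PE anti-B7-1 and Alexa647 anti-CD8 signals after 1% paraformaldehyde fixation; Timing: binding step 1.5 h, 37 °C, antibody labelling 20 min, ice.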
# Lipid droplet: inhibitors of hepatocyte lipid droplet formation, primary screen, imaging, high-throughput imaging, BODIPY stain; AML12 mouse hepatocytes, oleate lipid droplets; inhibition, % at 6.5 µM; 0.4% of 240,000 active; AID 1656, 2009;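 active = lipid droplet intensity inhibited by at least 50%, with more than 500 cells counted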
#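 Test system: AML12 mouse liver cells; schedule: overnight exposure; technique: high-content imaging of BODIPY-stained droplets and DAPI nuclei; read-out: % inhibition of corrected integrated BODIPY droplet signal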
# bCat nuc transl: modulators of beta-catenin nuclear translocation, primary screen, imaging, HeLa cells, immunofluorescence, high-content. nuclear translocation activity, % at 5 µM. 0.3% of 190,000 active. AID 1665, 2009;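 active = nuclear translocation activity above 50% at 5 µM, with a well cell count of 50 or more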;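 also: per-cell ratio of nuclear to cytoplasmic median beta-catenin stain intensity; plate controls were DMSO negative control for no effect and GSK-3 inhibitor IX positive control for full effect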
#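 Test system: HeLa cells, endogenous beta-catenin; Compound: single 5 µM dose plus 0.02–20 µM confirmation series; Times: compound exposure 24 h at 37°C; Signal: fluorescence imaging of beta-catenin antibody stain plus DAPI; Read-out: % activation, nuclear-to-cytoplasmic median beta-catenin signal ratio per cell.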
# Insulin prom up: insulin promoter activators in MIN6 cells, imaging, high-content screening, mouse beta cells; MIN6 insulin promoter-GFP reporter; hits give high values; z-score at 5 µM; 0.3% of 190,000 active; AID 1625, 2009;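 active = z-score above 3 at 5 µM with at least 500 cells counted in the well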
# MT stabilizer: microtubule stabilizers in HeLa cells, primary screen, imaging, high-content imaging; HeLa tubulin immunostaining HCS, 24 h; share of cells brighter than vehicle mean+2SD; % tubulin-high responders, % at 10 µM; 0.83% of 200,000 active; AID 2205, 2009;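 active = plate Z-score above 3 for both tubulin-high and condensed-nucleus cell shares, with cell loss under 80%, at 10 µM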;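 also: anti alpha tubulin signal scored within the nucleus-defined area of each cell; some results filed as inactive read as strong as hits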
# Dynein transport: inhibitors of GR-EGFP nuclear translocation, primary screen, dynein cargo transport inhibitor project, imaging, high-content, 3617.4 mouse cells | test concentration mostly 20 µM; stimulated with dexamethasone, 1 µM; hits give low values | z-score, hits read low | 0.47% of 220,000 active;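 active = plate z-score of nuclear minus cytoplasmic receptor signal below a set negative limit, without overly bright fluorescence or cell loss, cut at about -3.5 in these data, passing the limit was not always enough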;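 also: z-score of nuclear minus cytoplasmic ring GR-EGFP intensity difference per well; some compounds called inactive have numbers as strong as hits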
#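 Buffer or medium: Induction medium lacking tetracycline, stripped serum | Also added: Dexamethasone agonist, 1.0 µM final, for 30 min | Timing: 48 h induction, 1 h compound, 30 min dex at 37 °C | Detection: Formaldehyde fixation, Hoechst nuclear stain, 10x automated fluorescence imaging | Measure: Nuclear versus cytoplasmic GR-EGFP signal, averaged per well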
# Dynein transport cytoplasmic EGFP: also measured in Dynein transport; calls as there; z-score; measured here: cytoplasmic GR-EGFP intensity; hits give high values
# Dynein transport nuclear GR-EGFP: further read-out of Dynein transport, marked with its call; z-score; measured here: nuclear GR-EGFP intensity;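 lower value marks the stronger effect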
# Dynein transport cell count: recorded beside Dynein transport, whose call it bears; z-score; measured here: cell count per field
# Insulin prom up cell count: second read-out of Insulin prom up, no call of its own (marks repeat the call); cell count; measured here: cytotoxicity, nuclei count;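 total cells summed across four imaged fields per well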
# Lipid droplet cells 6.5 µM: also measured in Lipid droplet; calls as there; cell count; measured here: cell count, cytotoxicity flag;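 cells counted across two imaged fields per well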
# bCat nuc transl cell count 5 µM: second read-out of bCat nuc transl, no call of its own (marks repeat the call); cell count; measured here: cell count, cytotoxicity flag
# T cell HTS vesicle-bound %: second read-out of T cell HTS, no call of its own (marks repeat the call); double positive events, %; measured here: CD8+ vesicle-bound cell fraction;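 binding gate set so that unloaded-vesicle control wells show 10% double positive cells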
# MT stabilizer Hoechst-high %: second read-out of MT stabilizer, no call of its own (marks repeat the call); % Hoechst-high responders; measured here: nuclear condensation Hoechst responders;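 share of cells brighter than vehicle mean plus two SD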
# MT stabilizer cytotoxicity %: also measured in MT stabilizer; calls as there; toxicity, %; measured here: cytotoxicity by cell density;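 0% = mean cell density of plate MIN control wells and 100% = no cells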
# Autophagy HCS cell loss 18 h: further read-out of Autophagy HCS, marked with its call; toxicity, %; measured here: cell loss, nuclei count;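 cell loss after 18 h compound exposure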
# Starred values were filed as active, the others as inactive; i = inactive; / = no result given; + = active, no number.
SMILES	ER stress rescue	PhoP inhibition	Autophagy HCS	Autophagy HCS cell loss 18 h	T cell HTS	T cell HTS vesicle-bound %	Lipid droplet	Lipid droplet cells 6.5 µM	bCat nuc transl	bCat nuc transl cell count 5 µM	Insulin prom up	Insulin prom up cell count	MT stabilizer	MT stabilizer Hoechst-high %	MT stabilizer cytotoxicity %	Dynein transport	Dynein transport cytoplasmic EGFP	Dynein transport nuclear GR-EGFP	Dynein transport cell count
COc1ccc(N(CC(=O)NCc2cccnc2)S(=O)(=O)c2c(C)nn(C)c2C)cc1	-0.9%	4%	i	9	i	46	/	/	0.0	1157	-1.3	1068	3.3	3.4	7.5	-0.79	-0.27	-0.47	0.36
Nn1c(-c2ccccc2)nc2ccccc2c1=O	-0.3%	-4%	i	10	i	48	20	701	0.4	1528	/	/	2.0	1.9	7.5	-0.48	-0.17	-0.36	-0.66
CCOC(=O)C1(CCOC)CCN(Cc2cnc(-c3cccc(C)c3)nc2)CC1	2.2%	4%	i	-16	i	27	4	698	-1.1	1128	0.35	1438	2.5	0.5	5.7	0.87	-0.15	0.58	-0.51
Cc1nn(Cc2ccc(C(=O)Nc3nccs3)cc2)c(C)c1Cl	-1.9%	8%	i	-13	i	33	/	/	-1.4	1075	-0.67	1285	2.8	2.5	7.6	-0.017	-0.21	0.18	0.97
NC(=O)COc1ccc2oc(-c3ccccc3)cc(=O)c2c1	-1.8%	-2%	i	3	/	/	13	697	-0.5	1008	-0.47	1292	1.8	1.9	2.3	-0.35	-0.36	-0.51	0.35
CCOC(=O)C(C(=O)OCC)N(C#N)c1nc(SC)nc(N(C)C)n1	-0.6%	20%	i	4	/	/	/	/	-3.2	969	0.96	1367	4.9	1.0	14	-1.9	-0.047	-0.63	0.77
Cc1noc(NC(=O)c2cccc(Cl)c2Cl)c1C#N	-1.4%	5%	i	-10	i	4	15	709	1.4	1417	0.55	1370	2.6	2.9	5.1	-0.41	-0.25	-0.59	0.91
O=C(NC1CC1)C1CCN(C2CCN(C(=O)/C=C/c3ccc(F)cc3)CC2)CC1	2.2%	7%	i	19	i	64	10	722	-0.6	1035	-0.38	1492	2.6	1.4	2.8	0.15	-0.27	0.014	0.27
COc1ccc(CN=C(C#N)C2=C(O)c3ccccc3C2=O)cc1	/	5%	/	/	i	28	26	674	1.8	1251	-0.21	1196	/	/	/	-0.029	-0.21	0.37	0.23
COC(=O)c1ccsc1NC(=O)c1ccc2c(c1)OCCO2	/	-6%	/	/	i	40	-3	709	-0.5	1221	2	758	/	/	/	-1.2	-0.82	-0.41	0.5
COc1ccc(/C=N/Nc2cc(N3CCCC3)nc(N3CCCC3)n2)cc1	-1.5%	-5%	+	2.6*	i	43	-20	711	-0.2	1084	-0.9	853	1.9	2.1	5.3	-0.7	-0.24	-0.42	0.8
C=CCN1C(=O)SC(Cc2cccc(OC)c2O)C1=O (stereo unspecified)	-0.5%	2%	i	-2	i	69	8	732	6.3	933	1.5	1580	4.8	2.8	10	-0.65	-0.29	-0.029	0.78
COc1ccc(NC(=S)NCc2cccs2)c(OC)c1	-2.9%	10%	i	7	i	56	5	672	/	/	-0.16	1296	4.2	1.5	4.9	0.21	-0.22	-0.23	-0.91
N#Cc1ccc(CSc2nnc(-c3ccncc3)o2)cc1	-1.0%	0%	i	5	i	60	0	667	1.1	1014	-0.56	1391	15	1.9	8.6	0.0029	-0.059	0.078	0.2
N#Cc1c(Oc2ccc3ccccc3c2)sc(C(=O)c2ccccc2)c1N	-1.6%	0%	i	-3	i	14	/	/	1.0	1326	0.02	1499	3.4	1.2	2.8	-2.2	-0.027	-0.97	0.63
C=CCc1ccc(OCCOCCNCCOC)c(OC)c1	0.3%	-4%	i	46	i	48	/	/	-2.5	992	-0.48	1277	4.4	3.8	12	0.65	-0.32	0.88	-1.3
CCOc1ccc(S(=O)(=O)NCc2ccncc2)cc1	2.6%	-5%	i	13	i	6	-112	612	2.1	1017	/	/	2.1	1.2	8.6	-0.99	-0.37	-0.53	1
CC(NC(=O)CSc1ncnc2nc[nH]c12)c1ccccc1 (stereo unspecified)	-2.3%	-2%	i	-6	i	59	3	711	-0.6	1034	0.63	1938	1.1	1.5	7.0	-0.88	-0.12	-0.24	1.3
O=C(CCn1c(=O)oc2ccccc21)NCCC1=CCCCC1	/	-9%	/	/	i	18	1	632	-0.9	1257	-0.83	1168	/	/	/	-0.38	-0.2	0.24	0.95
COc1ccc(C2N(c3ccc4c(c3)OCCO4)C(=O)C2(F)F)cc1OC (stereo unspecified)	/	-4%	/	/	i	40	-9	704	1.8	1357	0.01	1159	/	/	/	-0.059	-0.75	0.16	0.017
O=C1CN(C(=O)c2ccc(Br)o2)C(c2ccc(F)cc2)c2cc(F)ccc2N1 (stereo unspecified)	-0.3%	-8%	i	-2	i	11	-11	719	-0.1	1291	-0.98	629	2.6	1.4	8.7	-1.4	-0.28	-0.93	1.2
Cc1nc(Nc2ccncc2)c2oc3ccccc3c2n1	3.6%	-3%	i	7	i	55	4	802	/	/	-0.51	777	5.8	2.9	6.6	-0.45	-0.22	0.06	0.42
O=C(CSc1nc2ccc(NC(=O)CSc3nnnn3-c3ccccc3)cc2s1)Nc1ccccc1	11%	5%	i	31	i	13	-33	492	1.9	918	/	/	9.8	3.4	8.4	2.3	-0.082	3.3	-2.3
CCOc1cc(NC(=O)CCl)c(OCC)cc1NC(C)=O	2.0%	1%	i	15	i	52	-6	514	1.4	996	0.16	1382	4.4	3.9	9.9	0.27	-0.17	0.051	-0.024
CSc1nc2nc3c(cc2c(=O)n1-c1ccccc1C)COC(C)(C)C3	/	-8%	/	/	i	29	-16	707	-1.1	1370	-0.41	1015	/	/	/	-0.055	-0.28	0.047	0.77
CCOC(=O)/C(C#N)=C\c1cn(C)c2ccccc12	-1.4%	/	i	-4	i	26	-1	738	-3.5	989	0.31	1623	2.2	2.2	10	-0.0015	-0.23	0.51	0.14
COc1ccc(C(CNC(=O)COc2ccccc2-c2ccccc2)N2CCOCC2)cc1 (stereo unspecified)	2.1%	-8%	i	29	i	54	-9	690	-1.6	1153	-0.73	1184	3.9	2.6	12	1.5	-0.17	1.1	-1.3
CC(C)n1nc(C(=O)N2CCN(S(=O)(=O)c3cccs3)CC2)c2ccccc2c1=O	/	/	/	/	i	45	-5	744	1.0	1322	-0.2	1049	/	/	/	-0.12	-0.3	0.46	0.78
COc1cccc(CNC(C)(C)CO)c1OCc1ccc(Cl)cc1	-1.3%	4%	i	11	i	66	-2	631	0.5	1460	-0.61	1439	3.9	2.4	8.4	-0.56	-0.33	0.21	0.38
OCC1(C2=NOC(O)(C(F)(F)F)C2)CCCCC1 (stereo unspecified)	-0.2%	9%	i	9	i	24	/	/	-5.9	841	1.6	1142	6.2	3.3	2.8	0.13	0.21	0.34	-0.64
CCc1nc(N2CCN(c3nc(C)cc(C)n3)CC2)c2oc3ccccc3c2n1	0.7%	/	/	/	/	/	-6	717	-5.4	1177	0.35	850	/	/	/	/	/	/	/
Cc1cc(C)cc(NC(=O)C2CCN(c3cnccn3)CC2)c1	-11%	5%	i	-1	i	48	-18	675	-1.1	1120	-0.29	1267	2.8	2.1	3.7	0.36	-0.39	-0.35	0.94
C/C=C/COC(=O)c1[nH]c2c(c1C)C(=O)CC(c1ccc(N(C)C)cc1)C2 (stereo unspecified)	-3.4%	1%	i	-9	i	48	0	660	1.0	964	-1.9	1633	2.8	3.1	2.0	-0.34	-0.23	0.036	0.62
Cc1cc(=O)oc2cc(OCCC[n+]3ccccc3)ccc12	/	4%	/	/	i	27	-5	737	-1.0	1371	-0.04	1361	/	/	/	0.27	-0.24	-0.12	2.2
O=C(CCCOc1ccc(Cl)cc1Cl)N/N=C/c1ccco1	-0.3%	-7%	i	30	i	41	6	710	-1.3	1134	0.1	1078	2.3	2.5	6.6	0.28	-0.3	0.28	0.058
